KDM5B inh – blocks human KDM5B histone demethylase activity; Q9UGL1; KDM5B demethylase, FDH-coupled NADH fluorescence (FDH is formaldehyde dehydrogenase); AID 1347165; Potency, µM (highest dose often 57.7 µM), for inactives: at the highest dose activity change, negative = inhibition, hits mostly inhibitors; 2.6% of 220,000 active; active means well fitted inhibition curve with a large enough effect; inconclusive means small, poorly fitted or top-dose-only effect; inactive means no such curve, though single readings can be large or run the other way; further: 0% is about no effect; nearly all actives have a fitted effect of over 70% in size
Target sequence (Q9UGL1 whole entry, looked up): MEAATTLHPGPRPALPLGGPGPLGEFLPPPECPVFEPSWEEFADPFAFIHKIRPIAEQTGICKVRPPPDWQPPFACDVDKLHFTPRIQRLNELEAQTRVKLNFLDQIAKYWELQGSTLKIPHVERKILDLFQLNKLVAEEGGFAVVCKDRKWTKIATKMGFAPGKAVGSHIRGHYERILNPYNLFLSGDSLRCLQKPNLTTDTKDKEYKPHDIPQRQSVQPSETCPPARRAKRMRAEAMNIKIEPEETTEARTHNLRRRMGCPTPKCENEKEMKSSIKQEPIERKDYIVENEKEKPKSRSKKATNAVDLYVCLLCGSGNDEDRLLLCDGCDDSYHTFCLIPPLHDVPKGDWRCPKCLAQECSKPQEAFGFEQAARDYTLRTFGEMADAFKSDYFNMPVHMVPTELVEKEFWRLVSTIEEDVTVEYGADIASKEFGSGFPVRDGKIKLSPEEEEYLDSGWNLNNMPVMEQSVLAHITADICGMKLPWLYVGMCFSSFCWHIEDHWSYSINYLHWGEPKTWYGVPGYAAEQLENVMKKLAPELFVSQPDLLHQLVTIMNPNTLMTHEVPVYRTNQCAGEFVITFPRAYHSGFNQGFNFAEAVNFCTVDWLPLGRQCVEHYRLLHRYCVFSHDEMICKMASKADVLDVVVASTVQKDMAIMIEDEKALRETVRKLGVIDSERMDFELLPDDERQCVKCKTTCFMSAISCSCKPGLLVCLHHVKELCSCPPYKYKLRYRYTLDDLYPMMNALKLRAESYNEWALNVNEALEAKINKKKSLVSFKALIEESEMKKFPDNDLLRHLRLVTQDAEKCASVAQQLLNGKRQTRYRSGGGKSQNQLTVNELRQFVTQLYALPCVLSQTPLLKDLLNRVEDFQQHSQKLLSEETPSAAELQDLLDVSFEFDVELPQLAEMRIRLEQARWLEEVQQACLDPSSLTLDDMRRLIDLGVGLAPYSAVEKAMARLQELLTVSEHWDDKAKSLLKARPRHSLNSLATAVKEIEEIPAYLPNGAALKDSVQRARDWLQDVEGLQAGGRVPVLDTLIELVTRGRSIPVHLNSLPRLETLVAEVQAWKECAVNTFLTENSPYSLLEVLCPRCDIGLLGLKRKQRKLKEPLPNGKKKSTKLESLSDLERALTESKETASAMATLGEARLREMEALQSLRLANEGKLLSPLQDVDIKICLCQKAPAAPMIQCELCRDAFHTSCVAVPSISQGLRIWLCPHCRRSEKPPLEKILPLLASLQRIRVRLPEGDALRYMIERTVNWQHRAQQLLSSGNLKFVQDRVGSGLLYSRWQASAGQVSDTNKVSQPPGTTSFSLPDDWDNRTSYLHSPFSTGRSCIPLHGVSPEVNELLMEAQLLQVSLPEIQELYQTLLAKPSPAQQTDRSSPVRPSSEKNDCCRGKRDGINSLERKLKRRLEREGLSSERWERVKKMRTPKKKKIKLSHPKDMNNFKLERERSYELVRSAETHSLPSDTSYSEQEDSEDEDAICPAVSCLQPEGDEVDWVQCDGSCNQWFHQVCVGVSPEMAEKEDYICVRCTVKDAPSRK
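Coupled FDH/NAD⁺ fluorescence readout. KDM5BΔAP 200 nM final; compound titration, 10 min RT preincubation; substrate mix 12.5 µM H3K4me3, 25 µM 2-OG, 50 µM Fe(II), 100 µM ascorbate, 0.25 mM NAD⁺, 0.25 U/mL FDH; ΔRFU over 30 min.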
The depositor's hits bear a star; i = inactive; ? = inconclusive; & = joins results of further samples; [ ] = another dose, or the depositor's remark. Potency means the concentration at half of the fitted maximal effect. Some of the compounds tested; count on the stated rates, not on these rows.

SMILES	KDM5B inh
O=c1oc2ccccc2c(N2CCCC2)c1NS(=O)(=O)c1ccc(Cl)s1	6%
Cc1ccc(C(=O)N2CCN(C(=O)c3nnn4c3COC(c3ccccc3)C4)CC2)cc1C (configuration not stated)	-3%
CCOC(=O)N1CCN(c2ncc3c(n2)CC(c2ccccc2O)CC3=O)CC1 (configuration not stated)	-9%
c1cncc(CN2CCC(OC3CCN(Cc4ccncc4)CC3)CC2)c1	?
Cc1cc(C)c2nc(SCC(=O)NCC(C)C)cc(C)c2c1	3%
Cc1cccc(OCCSc2nc3ccc(NC(=O)c4cccs4)cc3s2)c1	?
Cc1ccc(S(=O)(=O)N(CC(=O)NCCc2ccccc2)Cc2c(F)cccc2Cl)cc1	-19%
CCn1ccnc1CN1CCCC(CO)(Cc2cccc(Cl)c2)C1 (configuration not stated)	-20%
Cn1cncc1CN1CCC2(CCN(C3CCOCC3)CC2)C(CO)C1 (configuration not stated)	16%
C/C(=N/NC(=O)CNC(=O)c1cccnc1)c1ccco1	25%
COc1ccccc1CN1C[C@@H](CO)[C@H](c2ccccn2)C1	-8%
CCC(C)NC(=O)Cn1c(=O)ccc2cc(S(=O)(=O)N3CCCC3)ccc21 (configuration not stated)	-36%
Cc1csc2nc(-c3cccc(NC(=O)c4ccccc4F)c3)cn12	-21%
COc1ccc(NC(=O)c2c(N)c(C(=O)c3ccc(C)cc3)n3ccccc23)cc1OC	-4%
COCCNc1cc(-c2cncc(C(=O)N3CCOCC3)n2)c2cc[nH]c2n1	-8%
CCn1cnc2c1c(=O)n(CC(=O)OC1CCCCC1)c(=O)n2Cc1ccccc1	17%
NCc1cccc(-c2ccc(F)cc2F)c1	-6%[149 µM]
CCN(CC(=O)Nc1c(F)cccc1F)C(=O)CNC(=O)c1ccc(C)s1	3%
COc1ccc(NC(=O)CCc2nnc3n(C)c(=O)c4sccc4n23)cc1	2%
COCCCNC(=O)C(NC(=O)C1CC1)C1CCN(C(=O)c2ccc(C)cc2)CC1 (configuration not stated)	-10%

Given in CSV form: entries from further up.
Molecule,KDM5B inh
Cc1csc2nc(-c3cccc(NC(=O)c4ccccc4F)c3)cn12,-21%
COc1ccc(NC(=O)c2c(N)c(C(=O)c3ccc(C)cc3)n3ccccc23)cc1OC,-4%
COCCNc1cc(-c2cncc(C(=O)N3CCOCC3)n2)c2cc[nH]c2n1,-8%
CCn1cnc2c1c(=O)n(CC(=O)OC1CCCCC1)c(=O)n2Cc1ccccc1,17%
NCc1cccc(-c2ccc(F)cc2F)c1,-6%[149 µM]
CCN(CC(=O)Nc1c(F)cccc1F)C(=O)CNC(=O)c1ccc(C)s1,3%
COc1ccc(NC(=O)CCc2nnc3n(C)c(=O)c4sccc4n23)cc1,2%

(further entries)
SMILES	KDM5B inh
O=C(NC1CCCCC1)N1CCC(c2nc(C3CCOCC3)no2)CC1	-12%
Cc1c(-c2nc(-c3ccc4c(c3)[nH]c(=O)n4C)no2)cccc1[N+](=O)[O-]	-4%
Fc1ccc2nc([C@H]3CCN(Cc4ncc[nH]4)C3)[nH]c2c1	28µM*
Nc1ccc(C(=O)N2CCN(S(=O)(=O)c3ccc4c(c3)OCCO4)CC2)cc1[N+](=O)[O-]	16%
CCOC(=O)C(O)(c1ccc(N(C)C(C)=O)cc1)C(F)(F)F (configuration not stated)	27%
COC(=O)c1ccc2nc(C[C@@H]3C[C@@H](C(C)C)[C@H](CNC(=O)C4CCC4)C=C3C)[nH]c2c1	-16%
O=C1NCC(=O)N2C(c3ccccc3)c3[nH]c4ccccc4c3C[C@@H]12 (some centres not stated)	18%
OCC1CCN(c2ccccc2)C1 (configuration not stated)	?
Cn1cccc1C(=O)N1CCC(N2C(=O)C(O)C23CCCCC3)CC1 (configuration not stated)	29%
CCCCC(=O)NC1(C(F)(F)F)C(=O)Nc2c1c(=O)[nH]c(=O)n2-c1ccc(C)c(C)c1 (configuration not stated)	-52%
Cc1ccc(S(=O)(=O)N(CC2CO2)c2cccc([N+](=O)[O-])c2)cc1 (configuration not stated)	34%[activator]
CC(O)CNc1nc2c(c(=O)n(Cc3ccccc3Cl)c(=O)n2C)n1C (configuration not stated)	22%
CC(C)c1ccc(NC(=O)CN2C(=O)COc3ccc(S(=O)(=O)N4CCCCC4)cc32)cc1	-38%
Cc1cccc(NC(=S)NNC(=O)C(c2ccccc2)c2ccccc2)c1C	-19%
Cc1ccc(S(=O)(=O)N2CCCCC2)cc1NC(=O)c1cc(=O)c2ccccc2o1	14%
O=C(/C=C/c1cccnc1)NCCc1ccc(F)cc1	2%
CCCOC(=O)c1c(-c2ccccc2)csc1NC(=O)c1ccoc1C	20%
O=C(c1ccccc1)N1Cc2ccccc2CC2(CCCN2CC2CCNC2)C1 (configuration not stated)	8%[115 µM]
CCOC(=O)c1sc(Nc2ccc(C(C)=O)cc2)nc1C	?
CC(=O)Nc1ccc(CN2CCCC3(CN[S+](=O)([O-])c4ccccc4N3)C2)cc1 (configuration not stated)	-32%

Another view of two compounds above.
| molecule | KDM5B inh |
| --- | --- |
| Cc1ccc(S(=O)(=O)N2CCCCC2)cc1NC(=O)c1cc(=O)c2ccccc2o1 | 14% |
| O=C(/C=C/c1cccnc1)NCCc1ccc(F)cc1 | 2% |

(more compounds)
SMILES	KDM5B inh
COc1ccc(C(=O)N[C@@H]2CCC[C@@H]2C(=O)N2CCN(C(=O)c3ccco3)CC2)cn1	7%
CCc1ccc(N2CC(c3noc(-c4ccc(N(C)C)cc4)n3)CC2=O)cc1 (configuration not stated)	32µM*
COc1ccccc1-c1nc(Cn2nc(C)c3c(C)onc3c2=O)c(C)o1	-14%
CN(C)C(=O)N1CCCn2nc(CNC(=O)c3sccc3N)cc2C1	35µM*
S=C(NCc1ccccc1)Nc1ccncc1	2%
CN1CCN(C(=O)/C=C/c2cccc(Cl)c2)CC1	-22%
CC(NC(=O)COc1ccccc1)C(=O)N1CCN(c2ccccn2)CC1 (configuration not stated)	22µM*
CC(=O)N1CCN(C(C(=O)O)c2cn(CC(=O)O)c3ccccc23)CC1 (configuration not stated)	-7%
Cc1ccc(-c2nnc(C3CN(C(=O)CC4CCCCC4)CC34CCOCC4)o2)cc1 (configuration not stated)	-16%
O=C1c2[nH]nc(-c3ccccc3O)c2C(c2ccc(Cl)cc2)N1CCc1ccccc1 (configuration not stated)	-25%
Cc1cccc(NC(=O)C2(C)Cc3ccccc3C(=O)O2)c1 (configuration not stated)	1%
CN(Cc1cccn1C)[S+](=O)([O-])c1cccs1	15%[86.2 µM]
CCC(=O)Nc1ccccc1-c1nc2ccccc2n(CC(=O)c2ccc(Cl)cc2)c1=O	-34%
O=C(Nc1nnc(COc2ccc(F)cc2)s1)c1ccco1	-12%
Cc1cccc(NC(=O)C2c3ccccc3C(=O)N(CC(C)C)C23CCCC3)n1 (configuration not stated)	3%
O=C(Nc1ccc2oc(-c3ccc4ccccc4c3)nc2c1)c1ccccc1F	?
O=C(c1[nH]nc2c1COc1ccccc1-2)N1CCCC(Cc2nc(C3CCOCC3)no2)C1 (configuration not stated)	?
CCCn1c(=O)c2sccc2n2c(CCCC(=O)Nc3ccc(C)c(F)c3)nnc12	-3%
CCOC(=O)c1sc(Nc2ccc(C)cc2C)nc1C	-27%
O=C(NCC1CC1)c1noc(-c2ccc[nH]c2=O)n1	i
O=C(NC[C@H]1OC[C@@H](N(Cc2ccccc2F)Cc2ccccc2F)[C@@H]1O)c1ccccc1	-11%
Cc1ccc(-c2nc(CN3CCCC3c3ccsc3)co2)c(C)c1 (configuration not stated)	-2%
CCOc1ccc(CNC(=O)c2ccc(NC(=O)N3CCSc4ncccc43)cc2)cc1OC	?
COc1cc(C(=O)N2CCC(c3nc4ccccc4o3)CC2)cc(OC)c1OC	9%
Cn1ncc2c(N[C@@H](Cc3ccccc3)C(N)=O)nc(-c3ccncc3)nc21	?
CC(C)CN1C(=O)CO[C@H](c2ccc(NC(=O)C(C)C)cc2)[C@H]1CO	3%[86.2 µM]
COc1ccc(NC(=O)Cn2c(=O)n(-c3ccc(CC(=O)NCC4CCCO4)cc3)c(=O)c3ccccc32)c(OC)c1 (configuration not stated)	-4%
O=C(c1nnc(COc2cccc(N3CCOCC3)c2)n1Cc1ccccc1)N1CCC[C@@H]1c1ccc(Br)cc1	3%
O=C(O)C1CCN(S(=O)(=O)c2cc(Cl)cc(Cl)c2)CC1	-16%
CC(C)(C)CN1CCC2(CC1)COc1ccccc1[S+](=O)([O-])N2	?
COc1cccc(C(O)c2nc3ccccc3n2C(C)C)c1OC (configuration not stated)	35%[activator]
COc1ccccc1N1CCCc2ncc(C(=O)Nc3ccc4[nH]ccc4c3)cc21	?
CCC(CC)NC(=O)COC(=O)c1ccc2nc(C)c(C)nc2c1	3%
COc1ccc(-c2cn3c(n2)CO[C@@H](CNCc2ccc(Cl)cc2)C3)cc1	?
N#C/C(=C\c1ccccc1OCc1ccc2ccccc2c1)c1nc2ccccc2[nH]1	5%
COc1ccccc1CN[C@H]1CC(C)(C)[C@@H]2C[C@@](C)(O)CC[C@]12CCC(=O)NC1CC1	-1%[86.2 µM]
Cc1ccccc1OCCCOc1ccc(Cl)cc1/C=N/NC(=O)c1ccccc1	13%
O=C1NCN(Cc2ccc(Cl)cc2)C12CCN(Cc1ccc(F)cc1)CC2	-19%
COCCn1c(=O)n([C@H]2CCCN(C(=O)c3cccc4nccnc34)C2)c2ncccc21	29%
COc1ccccc1CC(=O)N1CC[C@@H]2NC(=O)[C@H]3C[C@H](NC(=O)C4CCCC4)CN3C(=O)[C@H]21	-11%
CC(C)CCN1C(=O)c2ccccc2CC1(C)C(=O)NC1CCCCC1 (configuration not stated)	-3%
CCOc1ccc(NC(=O)c2cn(C)c(=O)c3cc(OC)c(OC)cc23)cc1	-4%
CCn1ncc(N2CCCC(CC(=O)NCc3ccc(Cl)cc3)C2)cc1=O (configuration not stated)	14%
COC[C@@H]1CN(C(=O)c2ccoc2)C[C@H]1c1ccncc1	15%
COc1ccc(-c2cn3nc(N4CCC(C(=O)N5CCN(C)CC5)CC4)sc3n2)cc1	6%
CC(C)Cn1c(CN2CCN(c3cccc(Cl)c3)CC2)nc2c1c(=O)[nH]c(=O)n2C	-1%&-20%
Cn1cc(C(NC(=O)c2ccc3c(c2)ncn3CCO)C2CC(O)C2)cn1 (configuration not stated)	37%
Cn1c(=O)[nH]cc(CC(=O)N2CCn3nc(Cc4ccccc4)cc3C2)c1=O	18%
O=C(Nc1ccc(N2CCC(N3CCCCC3)CC2)c(C(=O)O)c1)c1ccc(Br)cc1	?
COc1ccc(CCN(Cc2ccccn2)C(=O)[C@H]2CCC[C@H](O)C2)cc1	-2%
CCCCCOc1ccc(C(C2C(=O)CC(c3ccccc3)CC2=O)C2C(=O)CC(c3ccccc3)CC2=O)cc1 (configuration not stated)	-3%
c1ccc(C[n+]2ccc3ccccc3c2)cc1	4%
COc1cccc(CC(=O)N2CCc3nn(C)c(=O)n3CC2)c1	-16%
Cc1nn(CCc2nc(-c3ccc4ccccc4c3)cs2)c2[nH]c(=O)cc(C(F)(F)F)c12	?
CCN1CCN(c2ncnc3c2CN(C2CCC2)C(=O)CN3C)CC1	-19%
O[C@@H]1C[C@@H](c2nc(-c3ccccc3)no2)N(Cc2cc3ccccc3o2)C1	?
COC[C@H]1CCCN1C(=O)[C@@H](C)C1CC[C@@]2(C)CC[C@H](NC(=O)c3cncnc3)[C@@H](C)[C@@H]2[C@H]1O (some centres not stated)	16%
O=C(NC(C(=O)O)c1ccccc1)c1ccco1 (configuration not stated)	-11%
CCOC(=O)c1cnc2ccc(Cl)cc2c1Nc1cc(C)ccc1OC	8%
CC(C)CN(CC(=O)NC(C)(C#N)C1CC1)C1CC1 (configuration not stated)	-6%
(continued)
SMILES	KDM5B inh
CCCS(=O)(=O)N1CC(=O)N(c2cc(C)ccc2C)C(C)(C(=O)NC2CCCCCC2)C1 (configuration not stated)	-20%
COc1ccc(C(=O)CCN(C)C)cc1	-28%
COc1ccc(Cl)cc1C(=O)NCc1nnc2ccc(-c3ccc(Cl)cc3)nn12	-45%
Cc1occc1C(=O)N/N=C/c1ccccc1[N+](=O)[O-]	20%
CCOc1cc(C(=O)NC(C)C2CC3CCC2C3)cc(OCC)c1OCC (configuration not stated)	32%
Cc1nc(-c2ccc(Cl)cc2Cl)sc1C(=O)N1CCC(C(=O)O)CC1	-16%
O=C1C[C@H]2CC[C@@H](CN1)N2Cc1ccc(OCc2ccccc2)cc1	-7%
COc1cccc(N2C(=O)NC(=NC3CCCCC3)C23CCCN(Cc2ccsc2)C3)c1 (configuration not stated)	14%[115 µM]
COc1ccc(Nc2nc(NCCO)nc3c2cnn3-c2ccccc2)cc1	9%
O=C(NCC(c1cccnc1)N1CCc2ccccc2C1)c1ccc(F)c(F)c1 (configuration not stated)	17%
Cc1ccccc1-c1noc(CN(C)C(C)c2cc3ccccc3o2)n1 (configuration not stated)	5%
CCOC(=O)c1ccc(Oc2c(C)oc3cc(OCC(=O)c4ccc(OC)cc4)ccc3c2=O)cc1	?

Some of these compounds in order of the KDM5B inh value, rising:
SMILES	KDM5B inh
COc1ccc(Cl)cc1C(=O)NCc1nnc2ccc(-c3ccc(Cl)cc3)nn12	-45%
CCCS(=O)(=O)N1CC(=O)N(c2cc(C)ccc2C)C(C)(C(=O)NC2CCCCCC2)C1 (configuration not stated)	-20%
Cc1nc(-c2ccc(Cl)cc2Cl)sc1C(=O)N1CCC(C(=O)O)CC1	-16%
COc1ccc(Nc2nc(NCCO)nc3c2cnn3-c2ccccc2)cc1	9%

Screening results: PubChem, National Center for Advancing Translational Sciences (NCATS)
